Assay outcomes (PubChem BioAssay)
GLP1R inv ag – GLP-1 receptor (human) inverse agonism; P43220; HEK293 GLP-1R CRE-luciferase, luminescence, 24 h; GLP-1R form is constitutively active; Potency, µM (top dose mostly 38.3 µM), without a hit: top-dose activity change, negative = inhibition, usual class: inhibitors; 1.6% of 410,000 active; AID 624417; further: potency means the concentration at half of the fitted maximal effect; on the % scale 0 is the no-effect control and ±100 the full control effect; nearly all actives have a fitted effect of over 55% in size
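Inverse agonism was detected as reduced cAMP-driven luciferase luminescence after 24 h compound treatment. The cells were HEK293 clones expressing constitutively active human GLP-1R with the reporter. Reporter-only and GPR119 cell lines served as counterscreen controls.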
GLP1R ag – GLP-1 receptor (human) agonism | HEK293 GLP-1R CRE-luciferase, luminescence, 4-6 h; cells express a hypersensitive GLP-1R form | Potency, µM (top dose mostly 45.6 µM), without a hit: top-dose activation, usual class: activators | 0.007% of 380,000 active; further: potency means the concentration at half of the fitted maximal effect; % of control where 0% means no effect
HEK293 tox – cytotoxicity counter-screen for GLP-1 receptor inverse agonists | HEK293 cAMP-luciferase reporter cells, luminescence, 24 h | Potency, µM (titrated, usually from 38.3 µM), for the others: at the highest dose activity change, negative = inhibition, actives largely listed as inhibitors | 0.13% of 410,000 active;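 further: loss of luciferase light is scored as toxicity; potency means the concentration at half of the fitted maximal effect; on the % scale 0 is the no-effect control and ±100 the full control effect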
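1536-well qHTS counterscreen of the MLSMR; 200 cells/uL, 12 h pre-incubation, 23 nL cpd, 24 h at 37 deg C 5% CO2, luciferase detection reagent, 12 min RT, luminescence. Inhibition = undesired.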
PLK1 PBD inh – blocks phosphopeptide binding to human PLK1 polo-box domain. P53350. Plk1 PBD binding of FITC phosphopeptide, fluorescence polarization. Potency, µM, without a hit: max response, negative = inhibition, usual class: inhibitors. 2.8% of 360,000 active. AID 720504; further: potency means the concentration at half of the fitted maximal effect; series mostly up to about 57 µM; on the % scale 0 is the no-effect control and ±100 the full control effect; nearly all actives have a fitted effect of over 65% in size
PTHR1 ag – agonists of human PTHR1 parathyroid hormone receptor. Q03431. HEK293 GP2 PTHR1 cells, GloSensor cAMP luminescence, 1 h. Potency, µM (series often up to 115 µM), for inactives: top-dose activation, actives largely listed as activators. 0.075% of 410,000 active; further: potency means the concentration at half of the fitted maximal effect; nearly all actives have a fitted effect of over 55% in size; some results filed as inactive show a strong effect at the top dose; inactives centre near -15; many of its hits are not listed in these tables
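HEK-293-derived GP2 cells expressing PTHR1 and a GloSensor cAMP reporter, 3,000/well, plated overnight, given luciferin plus IBMX (each 0.5 mM as added) for 1 h at 37 °C, then compound for 1 h at 37 °C. Luminescence was read after 15 min at room temperature.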
EPAC1 agonist – agonists of human EPAC1; O95398; 0.073% of 360,000 active; Potency, µM (doses to about 154 µM), inactives show top-dose activation, hits mostly activators; EPAC1 agonist qHTS, biochemical assay; response scale: 100% = response to 6.5 mM cAMP; further: potency means the concentration at half of the fitted maximal effect; nearly all actives have a fitted effect of over 60% in size
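Nucleotide exchange assay: 100 nM EPAC1 with 250 nM Rap1B loaded with BODIPY-GDP and 50 uM GDP, room temperature. Fluorescence (480/540 nm) read every 5 min for 30 min; signal change normalized to 6.5 mM cAMP as full agonist.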
EPAC1 antag – EPAC1 (human) antagonism | EPAC1 GEF assay, Rap1b-BODIPY-GDP exchange fluorescence | Potency, µM (doses to about 115 µM), for the others: at the highest dose activity change, negative = inhibition, actives largely listed as inhibitors | 0.14% of 360,000 active | AID 720709;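 further: potency means the concentration at half of the fitted maximal effect; plate controls were vehicle for no effect and positive control for full effect; nearly all actives have a fitted effect of over 50% in size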
PI5P4K alpha inh – blocks human PI5P4K alpha kinase activity | P48426 | PI5P4Kalpha enzyme, ADP-Glo luminescence, 60 min; active compounds read low | max response, % | 1.2% of 330,000 active | AID 652105; active means max response of -50% or lower; inconclusive means between -30% and -50%; inactive means -30% or higher; further: value at the top dose of about 77 µM; on the % scale 0 is the no-effect control and ±100 the full control effect
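qHTS, 1536-well: enzyme/substrate mix, compound by pin tool, 5 microM ATP final; RT 60 min; ADP-Glo reagents 1 (45 min) then 2 (30 min); luminescence.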
IL-2 act – activators of IL-2; activation, % (series mostly up to about 46 µM); IL-2 activation reporter assay, cell-based qHTS; stimulated with anti-CD3/CD4/CD28 beads; in transgenic mouse T cells; 0.065% of 360,000 active; in the data active means activation above about 50%; inconclusive means mostly about 30% to 49%; further: 0% is about no effect
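Readout: EGFP and DsRed signals by fluorescent plate cytometry. Unstimulated transgenic mouse T cells received compound 60 min before antibody-bead stimulation, then incubated 18 h at 37 degrees C.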
The depositor's hits bear a star; i = inactive; u = inconclusive; x = not tested or not shown; [ ] = another dose, or the depositor's remark. Unless noted, the call rests on the fitted dose curve; in most records, active means well fitted curve in the direction sought with a large enough effect; inconclusive means small, poorly fitted or top-dose-only effect, or another doubt; inactive means no such curve, though single readings can be large; an effect the other way counts as inactive or inconclusive.

SMILES,GLP1R inv ag,GLP1R ag,HEK293 tox,PLK1 PBD inh,PTHR1 ag,EPAC1 agonist,EPAC1 antag,PI5P4K alpha inh,IL-2 act
CC(OC(=O)c1oc2ccccc2c1CSC1CCCCC1)C(=O)NC(N)=O (stereo not drawn),-11%,0%,17%,-14%,i,6%,-9%,-8,0.9
COc1ccc(CCNC(=O)C2CCN(S(=O)(=O)c3ccc(F)cc3)CC2)cc1,23%,-5%,4%,-8%,-35%[inhibitor],6%,10%,4,-0.5
COC(=O)CC1=C(C)C(=O)CC2C(C)(C)CCCC12C (stereo not drawn),-15%,7%,0%,-9%,i,3%,1%,x,-3.5
COc1ccc(C(=O)NC(=S)N2CCN(c3ccccc3OC)CC2)cc1,u,2%,4.5µM*,-23%,-5%,12%,-17%,3,-0.1
COc1ccc(CNC(=O)c2ccc3c(=O)n(CCCN4CCCC4=O)c(=S)[nH]c3c2)cc1,-21%,0%,-4%,-12%,-16%,3%,-18%,-13,-3.8
Cc1ccc(NC(=O)C(=Cc2ccc(C(=O)O)cc2)C(=O)Nc2ccc(C)cc2C)c(C)c1,u,-4%,u,-7%,-37%[inhibitor],-8%,-11%,1,-0.8
Cn1c(CC(=O)Nc2ccccc2)c(Sc2ccccc2)c2ccccc21,-12%,-1%,0%,-8%,-14%,11%,15%,5,0.0
O=C(N/N=C/c1cccc([N+](=O)[O-])c1)c1ccc2nc[nH]c2c1,-15%,-3%,-25%,-13%,-5%,-8%,5%,-5,-0.7

The last 4 records of the section above open the next one:
SMILES,GLP1R inv ag,GLP1R ag,HEK293 tox,PLK1 PBD inh,PTHR1 ag,EPAC1 agonist,EPAC1 antag,PI5P4K alpha inh,IL-2 act
COc1ccc(CNC(=O)c2ccc3c(=O)n(CCCN4CCCC4=O)c(=S)[nH]c3c2)cc1,-21%,0%,-4%,-12%,-16%,3%,-18%,-13,-3.8
Cc1ccc(NC(=O)C(=Cc2ccc(C(=O)O)cc2)C(=O)Nc2ccc(C)cc2C)c(C)c1,u,-4%,u,-7%,-37%[inhibitor],-8%,-11%,1,-0.8
Cn1c(CC(=O)Nc2ccccc2)c(Sc2ccccc2)c2ccccc21,-12%,-1%,0%,-8%,-14%,11%,15%,5,0.0
O=C(N/N=C/c1cccc([N+](=O)[O-])c1)c1ccc2nc[nH]c2c1,-15%,-3%,-25%,-13%,-5%,-8%,5%,-5,-0.7
Cc1ccc(S(=O)(=O)C2CCOC2=O)cc1 (stereo not drawn),15%,-15%,42%,-9%,i,3%,1%,-6,-0.4
CCCCn1nnc(NC(=O)c2ccco2)n1,21%,-12%,-4%,-10%,i,-5%,22%,3,0.7
O=C1C=C(c2cccc(CO)c2)C[C@@H](c2ccc(F)cc2)C1,-8%,9%,13%,-25%,-24%,-11%,-5%,-9,-0.8
Cc1cc([N+](=O)[O-])nn1CC(=O)Nc1cnc2ccccc2c1,12%,6%,11%,-5%,-18%,12%,0%,1,-0.8
COc1cc(NC(=O)Nc2cccn3nc(COCCO)nc23)cc(OC)c1OC,21%,7%,2%,4%,i,-6%,-2%,-3,0.1
Cc1ccc(CN2CCN(C(=O)CCC(=O)Nc3nnc(C(C)C)s3)CC2)c(C)c1,-82%,3%,-16%,3%,-12%,-7%,-1%,30,-2.2
COc1ccccc1OCCCCn1ncc2ccc(OC)c(OC)c2c1=O,19%,25%,-18%,-8%,-31%[inhibitor],10%,-12%,4,0.1
Cc1nc2sc3c(=O)[nH]nnc3c2c(C)c1Br,0%,-2%,2%,-16%,3%,16%,25%,0,5.9

Additional results follow:
SMILES,GLP1R inv ag,GLP1R ag,HEK293 tox,PLK1 PBD inh,PTHR1 ag,EPAC1 agonist,EPAC1 antag,PI5P4K alpha inh,IL-2 act
O=C(NC1CCS(=O)(=O)C1)c1sc2ccccc2c1Cl (stereo not drawn),20%[7.66 µM],5%,3%[7.66 µM],-25%,-5%,6%,-18%,6,3.2
O=C(CSc1nc2[nH]ncc2c(=O)[nH]1)Nc1ccc(F)cc1,2%,-6%,-3%,-1%,i,-3%,-7%,4,2.1
COc1ccc(CN2C(=O)C(NC(=O)c3ccc(C)cc3)(C(F)(F)F)N=C2c2ccccc2)cc1 (stereo not drawn),u,-4%,2%,x,i,x,x,x,x
Oc1ccc(Cl)cc1Nc1nc(NCC2CCCO2)c2ccccc2n1 (stereo not drawn),x,3%,x,x,-26%,-6%,-24%,x,-0.8
Cc1ccc(S(=O)(=O)N2CC3C(=O)C[C@@H](c4ccccc4)N(S(=O)(=O)c4ccc(CCCOCCOCCNC(=O)OC(C)(C)C)cc4)C3CC2c2ccccc2)cc1 (stereo partly drawn),-7%,x,1%,-8%,i,-18%,-1%,6,-0.7
Cc1ccccc1Nc1nc(N)nc(COC(=O)CCS(=O)(=O)c2ccc(Cl)cc2)n1,-23%,0%,-25%,-2%,i,1%,-12%,-7,-4.2

Record cards (already shown). Screens in order: GLP1R inv ag, GLP1R ag, HEK293 tox, PLK1 PBD inh, PTHR1 ag, EPAC1 agonist, EPAC1 antag, PI5P4K alpha inh, IL-2 act
Cc1ccc(CN2CCN(C(=O)CCC(=O)Nc3nnc(C(C)C)s3)CC2)c(C)c1 in the list: -82%, 3%, -16%, 3%, -12%, -7%, -1%, 30, -2.2
O=C(N/N=C/c1cccc([N+](=O)[O-])c1)c1ccc2nc[nH]c2c1 in the list: -15%, -3%, -25%, -13%, -5%, -8%, 5%, -5, -0.7

Some of the compounds tested; count on the stated rates, not on these rows.
